POLH inh: qHTS for Inhibitors of Polymerase Eta | Potency, µM (titrated, usually from 114 µM), for the others: top-dose activity change, negative = inhibition, most hits filed as inhibitors | 1.2% of 390,000 active | DNA polymerase eta (Homo sapiens), Q9Y253 | recombinant Pol eta, fluorescent DNA replication assay; also: potency is read from the fitted curve at half-maximal effect; % is scaled to controls: 0 for no effect and ±100 for the full control effect
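Fluorescent replication assay: 50 nM final substrate added after a 15 min room-temperature compound preincubation with 10 nM enzyme. Signal taken at 0 min and again at 10 min.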
LDHA inh: qHTS assay for inhibitors of human lactate dehydrogenase. purified LDHA, NADH/diaphorase-resazurin fluorescence; hits give low values. 0.15% of 480,000 active. L-lactate dehydrogenase A chain (Homo sapiens), P00338. activity change, % (values are at about 110 or 230 µM); in the data active = activity change below about -30%; inconclusive = mostly about -25% to -30%;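 also: plate controls were DMSO wells for no effect and wells without enzyme for full effect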
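Human LDH5 (2 nM) was incubated with 0.06 mM NADH and 0.2 mM pyruvate for 5 min at room temperature in Tris pH 7.4. Remaining NADH was coupled through diaphorase/resazurin, and resorufin fluorescence was read at 0 and 20 min.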
APEX1 inh: qHTS Assay for Inhibitors of the Human Apurinic/apyrimidinic Endonuclease 1 (APE1); DNA repair nuclease/redox regulator APEX1 (Homo sapiens), P27695; recombinant APE1, TAMRA/BHQ-2 abasic DNA cleavage fluorescence; Potency, µM (titrated, usually from 65.8 µM), for the others: at the top dose activity change, negative = inhibition, actives largely listed as inhibitors; 0.35% of 350,000 active; AID 2517, 2012;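 also: potency is read from the fitted curve at half-maximal effect; plate controls were vehicle for no effect and reference inhibitor for full effect; nearly all actives have a fitted effect of over 55% in size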
Target sequence (P27695 whole entry, looked up): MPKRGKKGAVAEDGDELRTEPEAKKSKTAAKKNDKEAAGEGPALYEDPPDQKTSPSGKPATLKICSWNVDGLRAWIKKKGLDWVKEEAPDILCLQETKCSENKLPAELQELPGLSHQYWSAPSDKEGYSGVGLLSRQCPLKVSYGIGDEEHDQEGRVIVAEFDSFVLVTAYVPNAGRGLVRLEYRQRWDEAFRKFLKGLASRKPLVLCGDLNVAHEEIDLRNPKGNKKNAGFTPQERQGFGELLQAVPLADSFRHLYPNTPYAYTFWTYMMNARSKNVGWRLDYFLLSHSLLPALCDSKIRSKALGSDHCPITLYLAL
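Kinetic fluorescence read (525 ex/598 em nm, three reads 60 s apart) of AP-site incision; signal = third minus first read. Enzyme 0.75 nM, dual-labelled THF duplex 50 nM, compound preincubation 15 min RT.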
Pol kappa inh: qHTS for Inhibitors of Polymerase Kappa; purified Pol kappa, fluorescent DNA synthesis assay, 10 min; 0.53% of 400,000 active; Potency, µM (highest dose often 107 µM), inactives show at the top dose activity, negative = inhibition, actives largely listed as inhibitors; DNA polymerase kappa (Homo sapiens), Q9UBT6; also: potency is read from the fitted curve at half-maximal effect; % is scaled to controls: 0 for no effect and ±100 for the full control effect
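Here, compound and 10 nM enzyme are combined for 15 min at room temperature; adding 50 nM substrate (final) starts DNA synthesis, tracked by fluorescence at 0 and 10 min against buffer-only wells.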
POLB inh: qHTS Assay for Inhibitors of DNA Polymerase Beta. AID 485314, 2010. P06746. 1.3% of 340,000 active. Pol beta primer extension/strand displacement, fluorescence kinetic. Potency, µM (top dose mostly 114 µM), without a hit: at the highest dose activity change, negative = inhibition, usual class: inhibitors; also: potency is read from the fitted curve at half-maximal effect; % is scaled to controls: 0 for no effect and ±100 for the full control effect
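Pol beta (10 nM) and compounds were preincubated 15 min at room temperature, then 50 nM substrate (final) started primer extension/strand displacement. Reads were taken at 0 and 10 min; concentration-response data were fitted to a four-parameter Hill equation.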
POLI inh: qHTS for Inhibitors of Polymerase Iota | DNA polymerase iota (Homo sapiens), Q9UNA4 | Pol iota fluorescent replication assay, 10 min | Potency, µM (highest dose often 115 µM), for inactives: at the highest dose activity, negative = inhibition, hits mostly inhibitors | 1% of 390,000 active; also: potency is read from the fitted curve at half-maximal effect
Target sequence (Q9UNA4 whole entry, looked up): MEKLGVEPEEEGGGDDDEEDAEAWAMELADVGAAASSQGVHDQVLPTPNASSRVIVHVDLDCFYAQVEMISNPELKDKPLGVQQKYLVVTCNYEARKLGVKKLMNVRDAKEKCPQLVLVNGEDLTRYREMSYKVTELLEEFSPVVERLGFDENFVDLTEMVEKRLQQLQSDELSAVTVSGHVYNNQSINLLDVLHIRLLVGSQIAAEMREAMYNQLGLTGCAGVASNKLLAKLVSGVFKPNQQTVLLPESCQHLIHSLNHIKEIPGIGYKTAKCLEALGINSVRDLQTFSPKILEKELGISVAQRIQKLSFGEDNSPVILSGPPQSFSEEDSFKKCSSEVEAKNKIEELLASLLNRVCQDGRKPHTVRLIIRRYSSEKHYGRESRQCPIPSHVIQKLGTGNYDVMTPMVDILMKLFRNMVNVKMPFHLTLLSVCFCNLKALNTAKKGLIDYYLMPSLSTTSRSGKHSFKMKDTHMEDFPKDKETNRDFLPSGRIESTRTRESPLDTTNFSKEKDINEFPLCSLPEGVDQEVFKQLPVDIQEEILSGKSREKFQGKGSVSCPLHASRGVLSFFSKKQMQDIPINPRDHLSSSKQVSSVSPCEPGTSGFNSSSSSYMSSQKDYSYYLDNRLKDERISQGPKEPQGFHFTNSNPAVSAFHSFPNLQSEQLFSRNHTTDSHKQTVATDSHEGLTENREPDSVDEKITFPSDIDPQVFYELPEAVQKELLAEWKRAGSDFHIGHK
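Pol iota at 10 nM preincubated 15 min with compounds at room temperature; reaction started with fluorescent substrate, 50 nM final. Fluorescence read kinetically at 0 and 10 min; buffer-only wells as negative control.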
Anesthetic bind: qHTS Assay for Identification of Novel General Anesthetics | 0.074% of 350,000 active | Ferritin light chain (Equus caballus), P02791 | apoferritin/1-aminoanthracene competitive binding, fluorescence | AID 485281, 2010 | Potency, µM (series often up to 77.5 µM), for inactives: top-dose activity change, negative = displacement, most hits filed as inhibitors; also: potency is read from the fitted curve at half-maximal effect; % is scaled to controls: 0 for no effect and ±100 for the full control effect; nearly all actives have a fitted effect of over 20% in size
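10 uM apoferritin + 50% sat. 1-AMA, PBS; cpd 10 min RT; Ex380/Em535 endpoint; normalized to free probe vs complex; 4-param Hill fit; propofol titration as pos. ctrl.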
Glioma ERSR ind: qHTS for Inducers of the Endoplasmic Reticulum Stress Response (ERSR) in Human Glioma: qHTS | U87-MG GRP78 promoter luciferase reporter, 16 h | Potency, µM, for inactives: at the top dose activation, actives largely listed as activators | 0.02% of 420,000 active; also: potency is read from the fitted curve at half-maximal effect; series mostly up to about 76 µM; % of control where 0% means no effect; nearly all actives have a fitted effect of over 35% in size
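ERSR induction read as luciferase luminescence (Bright-Glo, 10 min at room temperature) in stably transfected human U87-MG glioma cells exposed to compounds for 16 h, using GRP78 as sensor.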
BLM helicase inh: qHTS Assay for Inhibitors of Bloom's syndrome helicase (BLM); 0.2% of 350,000 active; recombinant BLM DNA unwinding, fluorescence dequenching; Potency, µM (titrated, usually from 56.1 µM), inactives show at the top dose activity change, negative = inhibition, most hits filed as inhibitors;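 also: potency is read from the fitted curve at half-maximal effect; plate controls were vehicle for no effect and no enzyme for full effect; nearly all actives have a fitted effect of over 35% in size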
Starred values were filed as active, the others as inactive; u = inconclusive; x = not tested or not shown; & = joins results of further samples; [ ] = remark or other dose. Unless noted, calls follow the shape of the dose curve; as a rule, active = well fitted curve in the direction sought with a large enough effect; inconclusive = small, poorly fitted or top-dose-only effect, or another doubt; inactive = no such curve, though single readings can be large; an effect the other way counts as inactive or inconclusive.

SMILES	POLH inh	LDHA inh	APEX1 inh	Pol kappa inh	POLB inh	POLI inh	Anesthetic bind	Glioma ERSR ind	BLM helicase inh
CC(=O)n1cc([C@H]2C=C(C(=O)N3CCOCC3)O[C@@H](OCc3ccc(CO)cc3)C2)c2ccccc21	-7.8%	-1.0	-6.1%	-25.7%	5.6%	38.9%[activator]	-2.1%	-0.5%	-8.5%
Cc1ccc(CN2C(=O)CCC2(C)C(=O)NCc2cccnc2)cc1 (stereo not given)	-17.6%	0.3	-1.1%	-0.7%	-2.2%	2.6%	u	-3.8%	-2.0%
O=S(=O)(c1ccccc1)N1CCC2(CC1)CN(C(c1ccccc1)c1ccccc1)C2	x	x	2.0%	-9.8%[60.1 µM]	x	x	x	-3.1%	-2.5%
Cc1ccc(NC(=S)NCCc2ccc(S(N)(=O)=O)cc2)c(C)c1	6.1%	-2.9	x	1.6%	x	8.4%	x	-0.5%	x
O=C(COc1cccc(NC(=O)c2ccccc2)c1)c1ccc(F)cc1	-16.0%	-4.3	3.9%	-13.9%	14.1%	258.4%[activator]	-15.9%	-2.6%	-5.3%
C=CCN(Cc1nc(-c2ccc(OC)c(OC)c2)oc1C)C1CCS(=O)(=O)C1 (stereo not given)	-15.2%	0.7	3.1%	-8.1%	1.7%	-0.2%	-8.1%	-1.6%	-1.6%
CC(=O)Nc1ccc(OCC(=O)NCc2ccccc2)cc1	0.8%	-10.4	-0.4%	-4.0%	9.1%	7.9%	1.5%	-1.9%	3.0%
[O-]/C(=C(\C(=S)Nc1ccc(SC(F)F)cc1)[n+]1ccccc1)c1cc(Cl)ccc1Cl	-12.9%	1.4	-1.4%	-1.9%	-1.4%	55.1%[activator]	-14.9%	-3.2%	-9.6%
COc1ccc(OC)c(N(CC(=O)N2CCCCC2)S(=O)(=O)c2ccc(OC)c(OC)c2)c1	-4.7%	-0.3	0.7%	-12.8%	-3.4%	4.2%	-8.5%	-2.8%	0.8%
CCOC(=O)c1cc2c(c(CCO)n1)[C@H](CCO)N(S(=O)(=O)C(C)(C)C)C2	-15.6%	5.2	x	7.2%	x	8.8%	x	-2.2%	x
Cc1nnc(NC(=O)c2cccc(S(=O)(=O)N3CCCC3)c2)s1	-5.4%	-4.5	22.9%	-0.7%	37.6%	5.7%	0.0%	-4.3%	-3.6%
CC1CCCC(C)N1C(=O)COC(=O)C12CC3CC(CC(Cl)(C3)C1)C2 (stereo not given)	-17.5%	1.4	-7.2%	-0.4%	x	15.0%	x	-1.5%	x
COc1ccc(-c2noc3c2-c2nc(C(C)C)sc2CC3)cc1	-9.5%	7.6	x	7.0%	x	-10.6%	x	-1.6%	x
CCOc1ccc(N(CC(=O)NC(C)(C)C)C(=O)CCC(=O)Nc2nccs2)cc1	-11.6%	-0.8	3.0%	0.1%	93.8%	57.1%[activator]	-9.8%	-5.7%	-3.8%
NC(=S)Nc1cccc2[nH]ncc12	-14.4%	-2.8	u	2.6%	18.2%	17.0%	-1.4%	-1.8%	-6.6%
Cc1ccc(-n2ncc(C(=O)Nc3ccc4c(c3)OCO4)c2C2CCN(C(=O)OC(C)(C)C)CC2)cc1	-14.7%	14.2	x	-6.3%	u	34.5%[activator]	u	0.6%	-11.7%
Cc1cc(SCC(=O)Nc2ccc(O)cc2)n2ncc(-c3ccccc3)c2n1	-20.0%	-2.9	7.1%	-6.1%	17.7%	37.3%[activator]	4.6%	9.6%	-1.8%
COc1cccc(NC(=O)c2oc3ccccc3c2NC(=O)c2cc3ccccc3o2)c1	-9.9%	3.2	x	1.3%	14.6%	30.6%[activator]	-1.0%	0.8%	-4.5%
CCC(=O)Nc1ccccc1C(=O)C(=O)Nc1ccccc1	-7.9%	-9.7	1.6%	-3.7%	-0.5%	-23.3%	-11.9%	3.7%	4.8%
CC(Nc1cc(N2CCN(S(C)(=O)=O)CC2)ccc1[N+](=O)[O-])c1ccccc1 (stereo not given)	u	-2.0	-4.7%	-2.0%	-22.9%	-4.4%	1.7%	-3.3%	-3.9%
O=C(c1ccc(=O)[nH]c1)N(Cc1ccco1)C1(C(=O)NC2CCCCC2)CCCCC1	-8.8%	-3.3	-4.6%	11.5%	-17.7%	7.5%	0.6%	-2.8%	-6.2%
O=C(CSc1nnc2ccc(-c3ccncc3)nn12)c1cccs1	-3.8%	-7.1	-3.5%	-31.7%	u	u	-12.9%	3.1%	-8.1%
CCOc1cnc(C(=O)NNC(=O)C(Br)C(C)C)o1 (stereo not given)	-18.9%	-3.6	-6.8%	0.4%	22.3%	1.7%	-4.4%	-3.5%	1.9%
COc1ccc(C(=O)CCN2CCN(c3ccc(OC)cc3)CC2)cc1	-18.8%	1.1	-14.9%	3.5%	10.9%	88.4%[activator]	1.8%	-13.6%	0.0%
NC(=O)C1CCN(C(=O)CSc2nc3c(c(-c4ccccc4)n2)CCCC3)CC1	-13.7%	0.9	-0.7%	-10.2%	-23.1%	35.8%[activator]	0.1%	0.8%	-3.1%
Oc1ccc(Cl)cc1N=Cc1sc2ccccc2c1Cl	1.2%	15.9	0.9%	-4.2%	-20.6%	16.6%	u	0.8%	0.2%
CCSc1nc(=O)n(-c2ccccc2)c(C)c1C(C)=O	-3.6%	-4.7	5.1%	-10.1%	2.1%	11.1%	0.0%	3.4%	-1.8%
O=C(CCc1nnc2ccc(NCc3ccc(Cl)cc3)nn12)NC1CCCCC1	-12.2%	-3.6	43.5%[activator]	6.7%	1.0%	8.4%	-6.3%	-3.1%	-5.3%
O=C(COc1ccc(Cl)cc1)N1CCN(c2ncccn2)CC1	-7.7%	-3.5	-4.7%	-13.8%	37.6%[activator]	6.8%	-14.3%	-4.0%	-0.2%
Cc1ccc(-c2nc3cc(N)ccc3o2)c(C)c1	-3.1%	-0.2&2.5	-1.9%	-3.5%&-23.4%	-26.0%	1.2%&-18.4%	31.1%[activator]	-11.4%&-6.6%	2.1%

Single records (already shown). Order of screens: POLH inh | LDHA inh | APEX1 inh | Pol kappa inh | POLB inh | POLI inh | Anesthetic bind | Glioma ERSR ind | BLM helicase inh
`COc1ccc(C(=O)CCN2CCN(c3ccc(OC)cc3)CC2)cc1` across the screens: -18.8% | 1.1 | -14.9% | 3.5% | 10.9% | 88.4%[activator] | 1.8% | -13.6% | 0.0%
`O=C(c1ccc(=O)[nH]c1)N(Cc1ccco1)C1(C(=O)NC2CCCCC2)CCCCC1` across the screens: -8.8% | -3.3 | -4.6% | 11.5% | -17.7% | 7.5% | 0.6% | -2.8% | -6.2%

The list goes on:
SMILES	POLH inh	LDHA inh	APEX1 inh	Pol kappa inh	POLB inh	POLI inh	Anesthetic bind	Glioma ERSR ind	BLM helicase inh
Cc1c(C(=O)NCCc2ccccc2)oc2ccc(S(=O)(=O)N3CCC4(CC3)OCCO4)cc12	6.1%	-4.6	-3.9%	-11.0%	-4.4%	5.5%	-10.6%	-4.2%	-7.8%
CC1=CC(C)C2C(=O)N(CCC[N+](C)(C)C)C(=O)C2C1 (stereo not given)	-10.6%	-9.0	3.8%	-8.4%	0.2%	14.9%	-1.2%	-3.2%	-1.9%
Cc1ccc2nc(-c3ccc(F)cc3)c(NC(C)(C)CC(C)(C)C)n2c1	-14.1%	-3.2	x	-21.4%	u	11.6%	-3.7%	0.9%	-7.5%
CN1CCc2cc3c(cc2C(=O)Cc2ccc4c(c2C1)OCO4)OCO3	x	x	8.9%	-8.7%[19.4 µM]	x	x	x	-3.7%	-5.9%
O=C(NC1CCN(Cc2ccccc2)CC1)c1cccc(NS(=O)(=O)c2ccc(Br)cc2)c1	-20.0%	0.2	x	-6.2%	x	16.1%	x	-7.0%	x
COc1ccc(OC)c(NC(=O)Cn2c(=O)n(CC3CCCO3)c(=O)c3cc(OC)c(OC)cc32)c1 (stereo not given)	-1.0%&-21.4%	-7.6&-0.7	58.7%[activator]	-5.9%&-20.9%	6.8%&1.6%	6.9%&18.2%	-12.3%&-14.6%	-3.9%&-2.4%	1.3%&0.3%
N#C/C(C(=O)NCc1ccccc1)=C1/SC(Cc2ccc(Cl)cc2)C(=O)N1c1ccccc1 (stereo not given)	-10.2%	-1.9	3.2%	-8.2%	3.0%	9.5%	-17.8%	-4.5%	-3.3%
O=C(CSc1nc2[nH]ncc2c(=O)[nH]1)Nc1ccc(Cl)c(Cl)c1	-6.6%	-7.2	-11.3%	-8.9%	x	6.9%	x	-3.4%	x
CCn1cc(C(=O)NCc2ccccc2Cl)c(=O)c2cc(S(=O)(=O)N3CCCCCC3)ccc21	-14.8%	-5.5	x	0.5%	15.1%	10.9%	u	-0.3%	-7.2%
COc1ccc(NC(=O)COCC(=O)Nc2ccc(C)cc2)cc1	1.1%	-10.3	2.5%	-19.1%	25.2%	5.0%	1.9%	1.3%	0.2%
COc1cccc(/C=C2/SC(=S)N(CCC(=O)N3CCOCC3)C2=O)c1	-6.1%	-5.4	19.5%	-0.9%	12.6%	143.0%[activator]	-11.9%	-5.8%	-1.2%
COc1cc(Nc2ncnc3onc(-c4ccc(Cl)cc4)c23)cc(OC)c1	-5.9%	-9.0	x	-20.0%	7.5%	-8.0%	2.6%	-2.8%	-0.3%
Cc1ccc2nc(-c3c[nH]c4ccccc34)c(Nc3ccccc3C)n2c1	-6.6%	-8.6	x	-0.7%	-24.7%	3.0%	-4.2%	3.4%	-3.9%
Cc1ccc(CSCC(N)C(=O)O)cc1 (stereo not given)	x	x	-2.1%	x	31.2%	x	-3.1%	x	3.4%
CCc1ccccc1NS(=O)(=O)Cc1ccccc1	1.2%	-4.8	10.9%	-6.8%	49.3%	90.9%[activator]	u	-5.1%	-2.6%

Source: PubChem (National Center for Advancing Translational Sciences (NCATS))

A portion of the library; rates above refer to the full screens.
